Assay outcomes from PubChem.
MT1-MMP act inh: blockers of MT1-MMP proenzyme processing, primary screen, HT1080 RFP-PRO-GFP cells, GFP/RFP fluorescence; GFP/RFP ratio change, % at 20 µM; 360,000 compounds, 0.061% hits; Matrix metalloproteinase-14 (Homo sapiens), P50281; GFP/RFP ratio fluorescence, overnight; percent of plate control window, DMSO zero;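 active = GFP/RFP ratio change of at least 30% with cell ATP level not reduced by more than half and red fluorescence within 50% of control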; note: strong numbers were not always called active
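Compound: 20 µM single dose, 1% DMSO / System: HT1080 RFP-PRO-GFP cells / Controls: DMSO and RFP-L50D-GFP cell wells / Read-out basis: GFP/RFP fluorescence ratio / Schedule: overnight compound exposure at 37 °C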
DNMT1 block: human DNMT1 methyltransferase inhibitors, primary screen, biochemical, molecular beacon, fluorescence, HinP1I cleavage, uHTS; inhibition (reported as % activation of signal), % at 10 µM; 360,000 compounds, 0.83% hits; in the data active = inhibition above about 50%
NadD inh: inhibitors of S. aureus NadD, primary screen, biochemical, colorimetric, uHTS; Nicotinate-nucleotide adenylyltransferase NadD (Staphylococcus aureus N315); purified NadD enzyme, colorimetric absorbance read-out; inhibition, % at 20 µM; 360,000 compounds, 0.78% hits; in the data active = inhibition above about 26%; note: some compounds past the cut are filed as inactive
SUMO1 PPI mod: modulators of SUMO1 protein-protein interactions, primary screen, biochemical, uHTS; inhibition, % at 20 µM; AID 602429, 2012; 360,000 compounds, 0.33% hits; Small ubiquitin-related modifier 1 (Homo sapiens), P63165; SUMO1 binding to a labelled peptide, TR-FRET, 1 h; in the data active = inhibition above about 37%
Target sequence (P63165 whole entry, looked up): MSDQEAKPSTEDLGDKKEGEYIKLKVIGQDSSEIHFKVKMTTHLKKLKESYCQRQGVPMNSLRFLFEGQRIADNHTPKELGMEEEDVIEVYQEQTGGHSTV
CendR NRP1 mod: modulators of CendR peptide binding to NRP-1, primary screen, biochemical, fluorescence polarization, uHTS | Neuropilin-1 (Homo sapiens), O14786 | FAM-RPARPAR peptide binding to NRP-1 | inhibition, % at 25 µM | 360,000 compounds, 0.85% hits;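 active = inhibition or corrected inhibition above about 18%, plus a signal ratio from 0.5 to 1.5, limit read from the data, passing the limit was not always enough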; note: strong numbers were not always called active
STEP block: STEP phosphatase inhibitors, primary screen, biochemical, fluorescence intensity, uHTS; recombinant STEP, OMFP fluorogenic substrate; inhibition, % at 20 µM; 360,000 compounds, 0.25% hits; AID 588621, 2011;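 active = inhibition at 20 µM, scaled per plate between control wells, above about 37%, limit read from the data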;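 note: 0% = DMSO with enzyme and substrate and 100% = substrate only without enzyme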
Target sequence (P54829 whole entry, looked up): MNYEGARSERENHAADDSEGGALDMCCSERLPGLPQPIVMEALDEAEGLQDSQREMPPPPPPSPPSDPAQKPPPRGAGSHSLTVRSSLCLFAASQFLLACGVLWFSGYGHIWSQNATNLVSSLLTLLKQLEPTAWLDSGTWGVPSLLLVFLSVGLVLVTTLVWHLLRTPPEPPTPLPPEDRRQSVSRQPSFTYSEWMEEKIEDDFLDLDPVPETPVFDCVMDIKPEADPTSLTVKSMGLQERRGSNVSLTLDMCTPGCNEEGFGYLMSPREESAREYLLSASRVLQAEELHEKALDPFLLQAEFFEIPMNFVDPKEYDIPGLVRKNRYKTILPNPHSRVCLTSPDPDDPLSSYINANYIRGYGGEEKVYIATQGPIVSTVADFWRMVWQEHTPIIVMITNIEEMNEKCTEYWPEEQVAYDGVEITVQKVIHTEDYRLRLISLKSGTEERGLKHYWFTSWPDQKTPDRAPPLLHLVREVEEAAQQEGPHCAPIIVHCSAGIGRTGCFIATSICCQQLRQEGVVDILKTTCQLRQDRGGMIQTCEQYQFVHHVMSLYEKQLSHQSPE
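Assay system: isolated STEP enzyme. Buffer or medium: pH 6.0 Bis-Tris with DTT and Tween 20. Also added: fluorogenic phosphatase substrate OMFP at 25 µM final. Dosing: 20 µM, 1% DMSO. Timing: 20 min reaction, room temperature, in the dark. Measured by: fluorescence intensity, excitation 480 nm, emission 540 nm. Evaluation: normalized % inhibition.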
Scp1 inh: Scp-1 phosphatase inhibitors, primary screen, biochemical, colorimetric, uHTS. Carboxy-terminal domain RNA polymerase II polypeptide A small phosphatase 1 (Homo …. Recombinant Scp1, phosphopeptide, malachite green phosphate absorbance. inhibition, % at 20 µM. 340,000 compounds, 0.88% hits. AID 493091, 2011;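 active = inhibition above about 50% at 20 µM, limit read from the data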;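 note: plate controls were DMSO wells with enzyme for no effect and wells lacking enzyme for full effect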
Target sequence (Q9GZU7 76-261 limits assumed): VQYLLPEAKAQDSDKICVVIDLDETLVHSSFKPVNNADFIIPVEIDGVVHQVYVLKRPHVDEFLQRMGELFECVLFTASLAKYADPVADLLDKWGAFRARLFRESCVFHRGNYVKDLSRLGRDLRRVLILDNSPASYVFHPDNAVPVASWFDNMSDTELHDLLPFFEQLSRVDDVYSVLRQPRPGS
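Assay system: SCP-1 catalytic fragment, aa 76-261 | Buffer or medium: Tris acetate buffer pH 5.5 with MgCl2 and Tween-20 | Compound: One concentration, 20 µM, with 1.0% DMSO | Also added: Phospho 17-mer peptide substrate | Signal: Absorbance at 630 nm | Incubation: 45 min enzyme reaction at room temperature | Measure: % inhibition of SCP-1 phosphate liberation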
Rpn11 inh: Rpn11 (PSMD14) deubiquitinase inhibitors, primary screen, biochemical, fluorescence polarization, uHTS; human 26S proteasome, Ub4-pepOG fluorescence polarization; 20S core pre-blocked with epoxomicin; calls only at 20 µM; 360,000 compounds, 0.59% hits; AID 588493, 2011;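 active = inhibition at 20 µM, scaled to each plate's controls, above about 33%, limit read from the data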
SKN-1 block: suppressors of acrylamide-induced Pgst-4::GFP reporter in worms, primary screen, SKN-1 inhibitor project, whole organism, uHTS, GFP/RFP fluorescence ratio, strain VP596 | C. elegans VP596 Pgst-4::GFP/RFP ratio, 24 h | AID 624304, 2012 | 360,000 compounds, 0.49% hits | inhibition, % at 21.8 µM;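 active = interference check ratio from 0.5 to 1.5 plus GFP to RFP signal ratio inhibition reaching or exceeding a fixed threshold, cut at about 30% in these data, passing the limit was not always enough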; note: some compounds called inactive have numbers as strong as hits
LMPTP block: LMPTP phosphatase inhibitors, primary screen, biochemical, fluorescence intensity, uHTS; 360,000 compounds, 0.22% hits; inhibition, % at 20 µM; recombinant LMPTP-A, OMFP fluorogenic substrate; Low molecular weight phosphotyrosine protein phosphatase (Homo sapiens), P24666;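 active = compounds that cut the enzyme signal by at least half of the control window in the single-dose screen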;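 note: plate controls were DMSO wells with enzyme plus substrate for no effect and substrate without enzyme for full effect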
Target sequence (P24666 whole entry, looked up): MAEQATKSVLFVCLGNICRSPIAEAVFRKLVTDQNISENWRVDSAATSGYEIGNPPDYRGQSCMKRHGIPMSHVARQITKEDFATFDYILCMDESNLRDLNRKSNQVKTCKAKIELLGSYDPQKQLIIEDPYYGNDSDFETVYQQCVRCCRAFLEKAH
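Assay system: LMPTP-A, protein tyrosine phosphatase of low molecular weight / Medium: pH 6.0 Bis-Tris buffer with DTT and Triton X-100 / Schedule: 50 min enzyme reaction at room temperature, protected from light / Measured by: endpoint fluorescence intensity from OMFP dephosphorylation / Read-out basis: % inhibition relative to no-enzyme and uninhibited control wells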
An asterisk follows results filed as active; i = inactive; x = not tested or not shown. Compounds were not picked by outcome, and some 3.9% of all compounds hit somewhere here.

compound | MT1-MMP act inh | DNMT1 block | NadD inh | SUMO1 PPI mod | CendR NRP1 mod | STEP block | Scp1 inh | Rpn11 inh | SKN-1 block | LMPTP block
COc1ccc2[nH]c(C(=O)N3CCCN(Cc4ccc(F)cc4)CC3)cc2c1 | 2 | -3 | -2 | -1 | -3 | -3 | -3 | i | 1 | -0.6
Cc1nn(C)c(Cl)c1NC(=O)OCc1ccc(F)cc1 | 2 | 0 | 5 | 12 | 3 | 11 | -11 | i | 19 | -0.1
COc1cc(C(=O)OCC(=O)Nc2c(C)n(C)n(-c3ccccc3)c2=O)c([N+](=O)[O-])cc1OC | 4 | 3 | 1 | -17 | 17 | 0 | 0 | i | -6 | -2.0
C=CCOc1cccc(C(=O)N2CCCC(Nc3ccc4c(c3)OCCO4)C2)c1 (stereo not given) | 0 | 0 | 2 | 3 | -16 | 2 | -4 | i | -1 | 1.5
Cc1ccc(CCN2CC(C(=O)NCCCOC(C)C)CC2=O)cc1 (stereo not given) | -1 | 1 | 2 | -4 | 2 | -1 | -3 | i | 20 | -0.4
CC(C)(C)c1ccc(S(=O)(=O)NC(=O)C2(C)CCN2C(=O)C2CCCCC2)cc1 (stereo not given) | -5 | 1 | 5 | 7 | -2 | -3 | x | i | -12 | -2.0
CCn1c2ccccc2c2cc(NC(=O)c3ccc(=O)oc3)ccc21 | -6 | -2 | 18 | -4 | -63 | 8 | 0 | i | 13 | 4.9
CC(NC(=O)CNC(=S)N(Cc1ccccc1)Cc1cccnc1)c1ccccc1 (stereo not given) | -3 | 1 | -4 | 0 | -10 | 3 | -1 | i | 4 | 1.6
COc1ccc(N(CC(=O)NC2CCCCC2)C(=O)c2snc(C(N)=O)c2N)cc1 | 1 | 1 | -4 | -10 | 13 | -4 | -2 | i | 7 | -1.5
COC(=O)C1=CN(c2cccc(Cl)c2)C=C(C(=O)OC)C1c1cccc(OC)c1 | -5 | -2 | -1 | -5 | 6 | 1 | -8 | i | -5 | 1.9
Cc1ccc(NC(C)C(=O)N/N=C/c2c[nH]c3ccccc23)cc1 (stereo not given) | 1 | 1 | -3 | -1 | 10 | -4 | -5 | i | 8 | -0.5
O=C(NC(=S)Nc1ccc(S(=O)(=O)N2CCCC2)cc1)c1cccs1 | -1 | -5 | -3 | 2 | -1 | 1 | -8 | i | 0 | 0.7
O=C(Oc1ccc(-c2ccccc2)cc1)N1CCOCC1 | 0 | -1 | 4 | -2 | -1 | -1 | -4 | i | 5 | -1.1
COc1cccc(-c2cc(NC=O)c3ncc(-c4ccc(C(C)=O)cc4)n3c2)c1 | -9 | -19 | 6 | -26 | -26 | 3 | x | i | 19 | 3.5
Cc1cc(C(F)F)n2ncc(C(=O)NCc3ccccc3C(F)(F)F)c2n1 | -1 | -1 | 0 | 1 | 2 | 3 | -2 | i | 28 | -0.8
CC1(C)OC(=O)C(=CNC(=O)c2c(F)cccc2F)C(=O)O1 | 1 | 6 | 6 | 1 | -23 | -3 | -1 | i | 0 | -1.4
CC(C)(C)c1ccc(-n2ncc3c2CCCC3NC(=O)c2ccco2)cc1 (stereo not given) | -3 | -9 | 3 | 1 | -9 | 0 | x | i | 1 | 1.3
CCCOP(=O)(c1ccc(N(C)C)cc1)C(O)c1ccc(Br)cc1 (stereo not given) | 2 | 1 | -5 | 0 | 0 | 0 | -6 | i | 18 | 0.1
CCC(NC(=O)C1C2C=CC(C2)C1C(=O)O)c1ccc(C)cc1 (stereo not given) | 0 | 0 | 0 | -1 | 4 | 1 | 5 | i | 7 | 2.0
Cc1cccc(C2=NC(C(F)(F)F)(C(F)(F)F)c3c(n(-c4ccc(F)cc4)c(=O)[nH]c3=O)N2)c1 | -7 | -2 | -3 | 5 | 2 | -1 | -2 | i | 15 | -1.5
COc1ccc(C(=O)NCC(C)(C)CNC(=O)c2ccc(OC)cc2)cc1 | 2 | -1 | -2 | 7 | -3 | 2 | -11 | i | 3 | -0.8
CN(C1CC(C)(C)NC(C)(C)C1)S(=O)(=O)CC12CCC(CC1=O)C2(C)C (stereo not given) | 2 | 1 | -8 | -8 | -3 | 1 | -4 | i | 2 | -1.8
O=C(N/N=C/c1ccco1)Nc1ccccc1 | 8 | 6 | -3 | -7 | 0 | 4 | 1 | i | -5 | -0.7
CCCCC[C@H](C)N1C[C@@H](COCc2ccccc2)Oc2cc(N3CC[C@H](O)C3)ccc2S1(=O)=O | 4 | x | -6 | 4 | 3 | x | x | x | 10 | 1.1
CC1(C)CN(CCc2ccccc2)C(=O)[C@H]1CC(=O)Nc1ccccc1 | 4 | -2 | 1 | -1 | 1 | -2 | x | i | 2 | -0.9
Cc1cccc(NC(=O)C2CCN(C(=O)[C@@H]3Cc4ccccc4CN3)CC2)c1 | 0 | -3 | 0 | 1 | -1 | -2 | -9 | i | -5 | -1.2
CCn1c2ccc(F)cc2c2nc3ccccc3nc21 | -1 | 5 | 4 | -11 | 3 | -2 | -6 | i | 40* | 3.6
CCOC(=O)N1CCN(C(=O)Cc2ccc(-n3c(=S)[nH]c4ccccc4c3=O)cc2)CC1 | 1 | 1 | 0 | -3 | 3 | 0 | -6 | i | 1 | -0.7
COc1cc(C(=O)NCC(c2cccs2)N2CCOCC2)cc(OC)c1OC (stereo not given) | 1 | 0 | 2 | -2 | 1 | -2 | -4 | i | 6 | -0.3
O=C(O)C=C(Br)Br | 0 | 7 | 1 | -4 | -1 | -1 | 15 | i | 5 | -1.6

Looked up one by one from above:
compound | MT1-MMP act inh | DNMT1 block | NadD inh | SUMO1 PPI mod | CendR NRP1 mod | STEP block | Scp1 inh | Rpn11 inh | SKN-1 block | LMPTP block
CC1(C)CN(CCc2ccccc2)C(=O)[C@H]1CC(=O)Nc1ccccc1 | 4 | -2 | 1 | -1 | 1 | -2 | x | i | 2 | -0.9
CC(C)(C)c1ccc(S(=O)(=O)NC(=O)C2(C)CCN2C(=O)C2CCCCC2)cc1 (stereo not given) | -5 | 1 | 5 | 7 | -2 | -3 | x | i | -12 | -2.0

Additional entries.
compound | MT1-MMP act inh | DNMT1 block | NadD inh | SUMO1 PPI mod | CendR NRP1 mod | STEP block | Scp1 inh | Rpn11 inh | SKN-1 block | LMPTP block
CN(C)/C=C(\C#N)C(=O)Nc1ccccc1 | 2 | 1 | -3 | 4 | 7 | -3 | -6 | i | 9 | -0.6
COc1ccc(OC)c(/C=N/N(C)c2ccccc2)c1 | 5 | -4 | -3 | -10 | 17 | -3 | -5 | i | 6 | 1.7
Cc1cc(=O)[nH]c(Cc2ccc(OC(C)C)cc2)n1 | 5 | 5 | -3 | 1 | 5 | 3 | -5 | i | -1 | -1.7
CCCCc1nnc(NC(=O)CN2C(=O)c3ccccc3C2=O)s1 | -2 | 1 | 2 | 0 | 8 | 2 | -3 | i | -16 | 1.1
CC1CCCN(Cc2c(C(=O)N3CCc4ccccc4C3)nc3ccc(Cl)cn23)C1 (stereo not given) | -6 | -2 | -1 | 0 | -2 | -1 | 1 | i | -4 | -0.7
Cc1cccc(NC(=S)Nc2ccc(Cl)c(Cl)c2)c1 | 8 | -1 | 0 | 2 | -3 | 0 | -5 | i | 15 | -0.3
CSc1ccc(S(=O)(=O)Nc2c(C)cccc2C)cc1 | 6 | -2 | -2 | 1 | 1 | -1 | -13 | i | -2 | 0.7
Cc1onc(-c2c(Cl)cccc2Cl)c1C(=O)N1CCN(c2ccccc2F)CC1 | -4 | 2 | -1 | 9 | 12 | 1 | -10 | i | 6 | -0.2
Cc1cc(C)c(S(=O)(=O)c2ccccc2C)c(OCCO)n1 | 0 | 2 | 0 | 0 | 7 | -2 | 5 | i | -1 | -0.8
O=C(CNC(=O)c1ccccc1F)NC1=NCCS1 | 0 | 1 | -2 | -1 | -8 | -1 | -5 | i | 8 | -0.4
O=C(Cn1ccn(-c2ccc(F)c(F)c2)c(=O)c1=O)NCCc1ccccc1 | -2 | 0 | 2 | -13 | -7 | 2 | -1 | i | 16 | -1.0
CC(C)[C@H](NC(=O)[C@H](Cc1ccccc1)n1c(=O)[nH]c2ccccc2c1=O)C(=O)N1CCC[C@@H]1C(=O)O | 2 | 82* | -2 | 3 | -10 | 2 | 1 | i | 11 | 0.8
O=C(CSc1nc2[nH]ncc2c(=O)[nH]1)Nc1ccccc1C(F)(F)F | -1 | 0 | 2 | 1 | 5 | -3 | 51* | i | 3 | -0.4
Cc1c(C(=O)NCCCN2CCOCC2)oc2c1C1(CCC2)SCCS1 | 7 | 9 | -3 | 0 | 17 | -4 | 6 | i | -1 | -3.7
Cc1ccccc1NS(=O)(=O)c1ccc(C(=O)N2CCN(S(=O)(=O)c3ccccc3)CC2)cc1 | -4 | -2 | -9 | 0 | 2 | 0 | -10 | i | 5 | 0.3
Cc1cc(C)nc(N(C#N)CCOc2ccc(Cl)cc2)n1 | -6 | 1 | 0 | 0 | -1 | 0 | -10 | i | 9 | -0.8
CN(c1ccc(C(=O)N2CCN(c3ccccc3F)CC2)cc1)S(=O)(=O)c1ccccc1 | 1 | -2 | 1 | 6 | 11 | -2 | -1 | i | -8 | 1.3
CN1C(=O)c2ccc(C(=O)NCc3ccc4c(c3)OCO4)cc2C1=O | -3 | 4 | 0 | -20 | -11 | 0 | -1 | i | 0 | -0.1
O=C(Cc1ccccc1F)NC1CCCN(Cc2ccc(Cl)cc2)C1 (stereo not given) | -3 | -3 | 5 | -1 | 12 | -2 | -11 | i | 15 | -1.6
COc1cc2nc(SCC(=O)NCCc3ccccc3)n(Cc3ccco3)c(=O)c2cc1OC | 8 | 2 | 2 | 0 | -9 | 0 | 11 | i | 1 | -0.4
COc1ccc(-c2nc(CS(=O)CC(=O)NCCCN3CCCC(C)C3)c(C)o2)cc1OC (stereo not given) | 3 | 1 | -2 | 1 | -10 | 0 | -8 | i | 6 | -0.5
